MBD2 inh: blocks human MBD2 binding to methylated DNA; TR-FRET, MBD2 binding to methylated oligonucleotide; inhibition, % at 4.4 µM; hit rate 0.31% among 370,000; in the data active = inhibition above about 13%
SIAE inh: human SIAE inhibition, primary screen; hit rate 0.69% among 370,000; inhibition, % at 9.66 µM; SIAE FP-Rh probe binding, fluorescence polarization; Q9HAT2; AID 1053197;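 active = inhibition above a cutoff: mean of compounds within the control limits plus 3 SD of those, cut at about 17% in these data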;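 also: 0% = plate median of compound wells and 100% = probe without SIAE protein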
Target sequence (Q9HAT2 whole entry, looked up): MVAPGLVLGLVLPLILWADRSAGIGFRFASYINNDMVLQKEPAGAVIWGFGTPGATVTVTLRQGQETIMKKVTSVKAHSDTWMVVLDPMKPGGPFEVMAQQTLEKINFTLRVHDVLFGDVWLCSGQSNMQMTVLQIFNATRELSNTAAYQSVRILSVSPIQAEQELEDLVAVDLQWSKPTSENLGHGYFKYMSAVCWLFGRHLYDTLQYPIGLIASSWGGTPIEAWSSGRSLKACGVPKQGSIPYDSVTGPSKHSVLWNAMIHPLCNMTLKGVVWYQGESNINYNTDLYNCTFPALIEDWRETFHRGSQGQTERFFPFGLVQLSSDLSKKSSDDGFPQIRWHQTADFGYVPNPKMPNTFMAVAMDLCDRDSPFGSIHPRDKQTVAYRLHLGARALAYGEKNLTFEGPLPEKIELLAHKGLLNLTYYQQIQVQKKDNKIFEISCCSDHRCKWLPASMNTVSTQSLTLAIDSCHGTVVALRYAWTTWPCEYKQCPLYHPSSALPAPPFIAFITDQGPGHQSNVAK
TDP2 absorb: TDP2 (human) inhibition, absorbance primary screen | O95551 | recombinant TDP2, T5PNP hydrolysis, p-nitrophenol absorbance 415 nm | inhibition, % at 12.8 µM | hit rate 0.34% among 370,000;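 active = inhibition above the mean of all tested compounds plus 3 SD, set per campaign, cut at about 25% in these data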;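 also: 0% = DMSO with enzyme and 100% = buffer with substrate but no TDP2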
Target sequence (O95551 whole entry, looked up): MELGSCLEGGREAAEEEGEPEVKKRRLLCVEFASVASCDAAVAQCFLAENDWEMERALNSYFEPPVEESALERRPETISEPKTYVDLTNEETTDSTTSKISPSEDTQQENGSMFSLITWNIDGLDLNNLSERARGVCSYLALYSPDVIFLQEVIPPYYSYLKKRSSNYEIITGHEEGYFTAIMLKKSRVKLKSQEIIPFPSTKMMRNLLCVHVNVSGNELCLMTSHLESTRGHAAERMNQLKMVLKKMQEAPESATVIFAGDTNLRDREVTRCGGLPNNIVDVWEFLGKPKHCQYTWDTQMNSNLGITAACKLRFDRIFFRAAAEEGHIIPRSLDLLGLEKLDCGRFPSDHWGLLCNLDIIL
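Material: recombinant human TDP2; quantity: TDP2 enzyme at 120 nM final; medium: Tris-HCl pH 7.5 with MgCl2; compound: single concentration, 12.8 µM nominal, with 1% DMSO; incubation: 2 h enzyme incubation at 37 °C; signal: epi absorbance; measure: percent inhibition; benchmarks: high control without enzyme, low control DMSO plus TDP2; repeats: singlicate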
HTRA1 inh: inhibitors of human serine peptidase HTRA1 | Q92743 | recombinant HTRA1, FP-rhodamine activity-based probe, fluorescence polarization | inhibition, % at 5.96 µM | hit rate 0.5% among 340,000 | AID 504803; in the data active = inhibition above about 36%;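 also: 0% = enzyme with DMSO and 100% = wells lacking enzyme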
mABHD4 FP: ABHD4 (mouse) inhibition, primary FP screen; Q8VD66; purified mABHD4, FP-Rh probe fluorescence polarization; inhibition, % at 8.92 µM; hit rate 0.54% among 370,000;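 active = inhibition exceeding the mean over every tested compound plus 3 SD, cut at about 30% in these data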;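 also: 0% = plate median of compound wells and 100% = S159A mutant with DMSO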
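Material: mouse ABHD4 enzyme, wild type; Benchmarks: S159A mutant high control, sample median low control; Buffer or medium: HEPES pH 7.0, NaCl, Pluronic buffer; Signal: fluorescence polarization; Read-out: percent inhibition of probe binding, normalized to plate controls; Timing: pre-incubation 45 min, probe exposure 60 min, at 25 °C; Dosing: 8.92 µM, single dose.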
TCR-CD3 inh: human TCR-CD3 binding inhibition | TAMRA-labeled TCR probe fluorescence, biochemical | inhibition, % at 9.4 µM | hit rate 0.37% among 360,000 | AID 651800; in the data active = inhibition above about 19%;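 also: recombinant mutant TCR 2C K166C tagged with TAMRA read by polarization; 0% = receptor in buffer alone and 100% = receptor with positive control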
PRMT1 FP inh: inhibitors of human PRMT1. Q99873. recombinant PRMT1, activity-based probe fluorescence polarization. inhibition, % at 2.79 µM. hit rate 1.3% among 370,000. AID 652257;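 active = inhibition above about 21% made by adding two undisclosed values, limit read from the data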
rCAG RNA binder: binds r(CAG) RNA repeats | r(CAG) RNA repeat, TO-PRO-1 dye displacement fluorescence | inhibition, % at 3 µM | hit rate 1.3% among 370,000;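 active = inhibition above the plate cutoff, the mean of all test compounds on that plate plus 3 SD, cut at about 35% in these data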;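 also: 0% = DMSO alone and 100% = 100 µM mitoxantrone as full dye displacement; higher means more dye released from RNA so lower well fluorescence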
LEDGF integ inh: blocks HIV-1 LEDGF/p75-dependent DNA integration; hit rate 0.64% among 370,000; inhibition, % at 3.7 µM; TR-FRET IN-LEDGF/p75 DNA integration, Eu/Cy5;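 active = inhibition above the screen-wide mean plus 3 SD, cut at about 13% in these data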;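 also: signal is the Cy5 over europium emission ratio at 671 and 618 nm; 0% = plate median of compound wells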
GC-B act: GC-B (human) receptor activation | hit rate 0.11% among 370,000 | P20594 | HEK293-GC-B cells, CNP EC30, cGMP TR-FRET; 0% at EC30 CNP, 100% saturating CNP | activation, % at 10 µM;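 active = activation at 10 µM reaching about 35% in either raw or pattern-adjusted values, limit read from the data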
* hit, by the source's call; x = no result given.

entry	SMILES	MBD2 inh	SIAE inh	TDP2 absorb	HTRA1 inh	mABHD4 FP	TCR-CD3 inh	PRMT1 FP inh	rCAG RNA binder	LEDGF integ inh	GC-B act
1	CCC(C)NC(=O)C(NS(=O)(=O)c1cccc2nsnc12)c1ccccc1 (centres undefined)	-1	7	-2	7	6	3	-1	0	1	1
2	Cc1ccc(NC(=O)c2ccc(-n3cccn3)c([N+](=O)[O-])c2)cc1C	-1	-3	-8	-11	-3	3	4	11	-3	-2
3	COc1cc(-n2c(C)nc3cc(C(=O)NCc4ccco4)ccc32)cc(OC)c1OC	4	-3	-2	-6	-3	3	-1	-4	2	18
4	Cc1cccc(Nc2nnc(SCC(=O)c3ccc(O)cc3O)s2)c1	-1	-2	-7	-18	-20	-3	1	24	-1	-8
5	CCCc1nc(SCC(=O)O)c2sc(=S)n(-c3ccccc3)c2n1	0	4	11	-2	-1	0	-4	20	6	0
6	COc1ccc(NC(=O)CN(C)C(=O)CCCNC(=O)c2ccc(Cl)cc2)cc1	-6	-4	-12	0	-3	5	-1	-2	8	-1
7	COC(=O)N/N=C/c1ccccc1Cl	-3	4	-1	2	8	3	2	0	-2	0
8	CCOc1ccc(-c2cc(C)n3nc(C(N)=O)cc3n2)cc1	-2	-3	7	-7	-2	12	3	4	0	-2
9	COc1ccc(NC(=O)CN2C(=O)NC(C)(C3CC3)C2=O)c(OC)c1 (centres undefined)	7	7	-3	0	-5	3	0	1	0	-3
10	O=C(CCl)N=c1sccn1Cc1cccc2ccccc12	3	3	7	-15	-6	4	4	-4	-3	6
11	CCOC(=O)N1CCN(C(=O)c2ccc3ccccc3c2)CC1	-3	-4	-1	0	1	3	0	-7	3	-2
12	COC(=O)C1=C(C)N(c2cccc(Cl)c2)C(=O)C1	0	-9	-15	-10	-22	2	-2	9	1	2

Going on with the list.
entry	SMILES	MBD2 inh	SIAE inh	TDP2 absorb	HTRA1 inh	mABHD4 FP	TCR-CD3 inh	PRMT1 FP inh	rCAG RNA binder	LEDGF integ inh	GC-B act
13	Cn1c(SCc2cccc3ccccc23)nnc1-c1ccco1	4	-2	-6	1	2	3	1	-2	2	-2
14	CC1CC(C)CN(c2ccc(NS(=O)(=O)c3ccccc3)cc2C(=O)O)C1 (centres undefined)	4	3	-10	-2	-4	-1	3	3	-6	0
15	O=c1c2ccccc2c(/C=N/c2n[nH]c(CCCO)n2)c(O)n1-c1ccccc1Cl	-7	3	-16	-6	-2	-1	-3	2	7	0
16	CCOc1ccc(NC(=O)CN(C)S(=O)(=O)c2ccc3c(c2)CCC(=O)N3)cc1	-4	2	8	3	-7	13	-5	2	-2	5
17	CCOc1ncccc1C(=O)NCC1COc2ccccc2O1 (centres undefined)	2	1	2	-2	0	-4	-3	-6	0	1
18	Cn1c(/C(C#N)=C(\O)c2ccc([N+](=O)[O-])cc2)nc2ccccc21	-3	1	5	0	-1	3	-2	3	-2	-1
19	N#CC1=C(N)n2c(s/c(=C\c3cccs3)c2=O)=C(C#N)C1c1cccs1 (centres undefined)	9	-16	-7	-13	-11	-2	21	51*	11	-3
20	CCc1ccc(NC(=O)C(=O)NCC2CCCN2S(=O)(=O)c2ccccc2)cc1 (centres undefined)	1	0	-1	-12	-2	5	-2	0	0	7
21	O=C(Cn1ccc(NC(=O)OCc2ccccc2)nc1=O)NCc1ccc2[nH]ccc2c1	-1	-4	-5	-12	-1	3	-2	21	3	-2
22	N#Cc1cccc(NC(=O)COC(=O)c2cccc(N3C(=O)c4ccccc4C3=O)c2)c1	-1	7	8	-22	0	0	-2	6	0	-4
23	COc1ccc(Oc2ccc(C(F)(F)F)cc2NC(=O)CC(CC(=O)O)c2ccccc2)cc1 (centres undefined)	-3	-15	1	-5	6	-2	0	46*	10	-1
24	COC(=O)c1cc2n3ccccc3c(C)c(-c3ccccc3)c-2c1C(=O)OC	-7	10	7	12	20	-3	6	7	2	-3

Ordered by heavy-atom count (highest first): some entries from above
entry	SMILES	MBD2 inh	SIAE inh	TDP2 absorb	HTRA1 inh	mABHD4 FP	TCR-CD3 inh	PRMT1 FP inh	rCAG RNA binder	LEDGF integ inh	GC-B act
21	O=C(Cn1ccc(NC(=O)OCc2ccccc2)nc1=O)NCc1ccc2[nH]ccc2c1	-1	-4	-5	-12	-1	3	-2	21	3	-2
15	O=c1c2ccccc2c(/C=N/c2n[nH]c(CCCO)n2)c(O)n1-c1ccccc1Cl	-7	3	-16	-6	-2	-1	-3	2	7	0
6	COc1ccc(NC(=O)CN(C)C(=O)CCCNC(=O)c2ccc(Cl)cc2)cc1	-6	-4	-12	0	-3	5	-1	-2	8	-1
24	COC(=O)c1cc2n3ccccc3c(C)c(-c3ccccc3)c-2c1C(=O)OC	-7	10	7	12	20	-3	6	7	2	-3
1	CCC(C)NC(=O)C(NS(=O)(=O)c1cccc2nsnc12)c1ccccc1 (centres undefined)	-1	7	-2	7	6	3	-1	0	1	1
19	N#CC1=C(N)n2c(s/c(=C\c3cccs3)c2=O)=C(C#N)C1c1cccs1 (centres undefined)	9	-16	-7	-13	-11	-2	21	51*	11	-3
9	COc1ccc(NC(=O)CN2C(=O)NC(C)(C3CC3)C2=O)c(OC)c1 (centres undefined)	7	7	-3	0	-5	3	0	1	0	-3
18	Cn1c(/C(C#N)=C(\O)c2ccc([N+](=O)[O-])cc2)nc2ccccc21	-3	1	5	0	-1	3	-2	3	-2	-1
17	CCOc1ncccc1C(=O)NCC1COc2ccccc2O1 (centres undefined)	2	1	2	-2	0	-4	-3	-6	0	1
8	CCOc1ccc(-c2cc(C)n3nc(C(N)=O)cc3n2)cc1	-2	-3	7	-7	-2	12	3	4	0	-2
12	COC(=O)C1=C(C)N(c2cccc(Cl)c2)C(=O)C1	0	-9	-15	-10	-22	2	-2	9	1	2
7	COC(=O)N/N=C/c1ccccc1Cl	-3	4	-1	2	8	3	2	0	-2	0

Other compounds:
entry	SMILES	MBD2 inh	SIAE inh	TDP2 absorb	HTRA1 inh	mABHD4 FP	TCR-CD3 inh	PRMT1 FP inh	rCAG RNA binder	LEDGF integ inh	GC-B act
25	c1ccc2c(c1)CC1(CCCCC1)n1nnnc1-2	-2	12	8	-3	4	9	-2	-3	-2	-1
26	CCCn1c(SCC(=O)NC)nnc1C(C)C	-4	1	5	4	2	1	-1	0	-2	6
27	O=C(C1CC1)N1N=C(c2ccncc2)CC1(O)C(F)(F)F (centres undefined)	-1	-5	2	4	2	-6	2	-1	0	-5
28	O=C(O)Cc1ccc(NS(=O)(=O)c2ccc3c(c2)OCCO3)cc1	1	5	-3	5	-7	-2	-1	2	5	4
29	COc1ccc(C(=O)N2CC(=O)Nc3ccc(F)cc3C2c2ccccc2)cc1 (centres undefined)	4	1	-1	5	2	3	-2	-5	0	-4
30	Cc1ccc(-n2ncc3c(=O)n(CC(=O)NC4CCCCC4)cnc32)cc1	-3	-4	-5	-1	-2	-8	3	2	1	6
31	c1ccc(COn2nnc3ccccc32)c(COn2nnc3ccccc32)c1	-1	2	5	-34	-2	-8	-1	-7	1	-3
32	CCOc1ccc(CCNC(=O)CS(=O)Cc2nc(-c3ccc(C)cc3)oc2C)cc1 (centres undefined)	-4	-2	-4	1	30*	2	5	-7	1	0
33	C=CCOc1ccc(/C=C/C(=O)OCC(=O)NCCc2ccccc2)cc1	-1	6	-3	-9	-2	4	3	-3	3	2
34	Cc1noc(C)c1COC(=O)c1cc2c(C)nn(-c3ccc(F)cc3)c2s1	-1	-2	-3	0	2	-5	-2	-1	-3	4
35	CCOC(=O)C1=C(c2ccccc2)NC(SCC(=O)Nc2ccccc2C)=C(C#N)C1c1ccco1 (centres undefined)	-5	-58	-5	-45	-32	-3	5	17	-1	0
36	Cc1ccc(NC(=O)C2(C)CCCN(C(C)C)C2)cc1C (centres undefined)	-2	6	1	x	1	6	0	1	2	-1

The listing continues:
entry	SMILES	MBD2 inh	SIAE inh	TDP2 absorb	HTRA1 inh	mABHD4 FP	TCR-CD3 inh	PRMT1 FP inh	rCAG RNA binder	LEDGF integ inh	GC-B act
37	Cc1cc(Nc2cccc(Cl)c2)nc(N2CCOCC2)n1	5	-1	-5	-11	2	-2	-1	1	3	7
38	COc1ccc(CNc2cccc3[nH]c(C(F)(F)F)nc23)cc1	-6	15	-3	18	15	2	1	42*	-1	-1
39	Cc1cccc(S(=O)(=O)Nc2ccncc2)c1	3	-1	7	-1	0	5	-1	1	-1	2
40	COc1cccc(CN(C)C(=O)c2ccc(S(=O)(=O)Nc3cccc(C)c3C)cc2)c1OC	2	-2	-8	-3	-10	-3	2	4	5	-1
41	O=C(O)CN1C(=O)/C(=C2\SC(=S)N(C(Cc3ccccc3)C(=O)O)C2=O)c2ccccc21 (centres undefined)	-18	2	-22	-3	56*	-17	15	69*	5	-2
42	Cc1cc(C)n(Cc2ccc(NC(=O)c3c([N+](=O)[O-])c(C)nn3C)cc2)n1	6	-9	-8	-2	6	3	4	-3	-4	3
43	CCOC(=O)Cn1c2c(n(-c3ccc(F)cc3)c1=O)C=C(c1ccccc1)[C@@H](C)C(C(=O)N(C)C1CCCCC1)=C2	-4	6	-6	x	34*	5	-1	7	1	-9
44	CCC1NC(=O)c2cc3ccccc3cc2-n2c1nc1cc(OC)c(OC)cc1c2=O (centres undefined)	-1	6	0	-9	-3	1	-2	3	3	-7
45	C#CCOc1c(Cl)cc(/C=N/NC(N)=S)cc1OCC	-4	1	2	-23	-4	-2	3	9	0	2
46	CCCn1c(C(C)Nc2nc(-c3ccc(C)cc3)cs2)nc2cc(Cl)c(N3CCCCC3)cc21 (centres undefined)	0	1	0	-5	-9	-1	-3	1	-4	-6
47	COc1cc(OC)c(C(=O)Nc2cc(S(=O)(=O)N3CCOCC3)ccc2N2CCN(C)CC2)cc1OC	-1	0	-1	5	3	0	3	5	-10	-1
48	CN(c1ccccc1)S(=O)(=O)c1cccc(NC(=O)CCNC(=O)c2ccc(Cl)cc2)c1	2	-25	2	-30	-6	0	1	5	-1	-9

Continued.
entry	SMILES	MBD2 inh	SIAE inh	TDP2 absorb	HTRA1 inh	mABHD4 FP	TCR-CD3 inh	PRMT1 FP inh	rCAG RNA binder	LEDGF integ inh	GC-B act
49	Cc1ccc(S(=O)(=O)N(C)C)cc1NC(=O)c1sccc1Cl	-2	17*	12	-1	-2	0	-2	-2	-2	6
50	CCOC(=O)c1cnc2c(c(C)nn2-c2ccc(C)cc2)c1Cl	7	-9	-5	8	-13	-2	3	0	1	-11
51	O=C(c1cc(-c2ccccc2O)on1)N1CCCC1	-2	-5	-6	2	-12	0	3	4	8	-4
52	CC(C)OCCCNC(=O)COc1ccc2oc3c(c2c1)CCCC3	7	0	-15	-1	-14	-8	7	-8	-6	0
53	COC(=O)[C@]12C[C@H](CC(=O)NCCC(C)C)C(=O)N(Cc3ccc(Cl)cc3Cl)C1=C[C@H](C(C)(C)C)O[C@@H]2C	0	-2	-8	x	-9	x	8	9	1	-11
54	N/C(=N\OC(=O)Oc1ccccc1)c1ccc(Cl)cc1	6	3	-4	3	4	1	0	-2	3	0

The list is partial; rates above refer to the full screens.
